GRP78 ERSR act = induces the endoplasmic reticulum stress response in human glioma cells; U87-MG GRP78 promoter luciferase reporter, 16 h; Potency, µM, without a hit: top-dose activation, hits mostly activators; 420,000 tested, 0.02% active; active = well fitted activation curve with a large enough effect; also: potency is read from the fitted curve at half-maximal effect; series mostly up to about 76 µM; % of control where 0% means no effect; nearly all actives have a fitted effect of over 35% in size
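Stably transfected U87-MG glioma cells carrying a GRP78-based luciferase sensor; 16 h compound incubation. Luminescence end-point read 10 min after Bright-Glo addition at room temperature.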
LDHA inh = inhibitors of human lactate dehydrogenase A; P00338; purified LDHA, NADH/diaphorase-resazurin fluorescence; hits give low values; activity change, % (values are at about 110 or 230 µM); 480,000 tested, 0.15% active; in the data active = activity change below about -30%;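 also: plate controls were DMSO wells for no effect and wells without enzyme for full effect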
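Enzyme activity of human lactate dehydrogenase 5 (2 nM; 0.06 mM NADH, 0.2 mM pyruvate, 5 min, RT) is measured via a resazurin/diaphorase fluorescence readout of residual NADH.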
An asterisk follows results filed as active.

compound	GRP78 ERSR act	LDHA inh
CC(C)Oc1ccc(CN2CCC2(C)C(=O)Nc2cnc3ccccc3c2)cc1 (configuration not stated)	-1%	3
CCc1nc2ccc(C(=O)N3CCN(C(=O)c4ccco4)CC3)cn2c1N(CC)Cc1cccc(Br)c1	-2%	0
COc1cc(NC(=O)Nc2nc(C(N)C3CCCCC3)cs2)cc(OC)c1OC (configuration not stated)	-5%	-6
c1ccc(CN2CCC3CC2c2c3cccc2N2CCOCC2)cc1 (configuration not stated)	-5%	-1
CCN(CC)c1ncnc2c1ncn2[C@H]1CN(Cc2cc(OC)c(OC)c(OC)c2)C[C@@H](CO)O1	-3%	-1
COc1ccc2[nH]cc(CCNC(=O)/C=C/[C@H]3O[C@@H](n4cnc5c(NC(=O)c6ccccc6)ncnc54)[C@H](O)[C@@H]3O)c2c1	-3%	-8
CN(C)c1ccc(CC(=O)N2CCCCC2c2cc(C(=O)Nc3cccc4c3CCCC4)no2)cc1 (configuration not stated)	-5%	-3
OCC[C@@H]1C[C@H](O)[C@@H](O)[C@@]2(OCCCc3cc(Cl)ccc32)O1	-3%	-5
O=c1ccn([C@@H]2O[C@H](CNCc3c(OCc4ccccc4F)ccc4ccccc34)[C@@H](O)[C@H]2O)c(=O)[nH]1	-3%	-1
CC(C)C(=O)N1CCC1(C)C(=O)Nc1cc(-c2ccccc2)nn1C (configuration not stated)	1%	-1

Additional records
compound	GRP78 ERSR act	LDHA inh
CN1CCC(N2CCN(C3CN(C4CCCCC4)S(=O)(=O)C3)CC2)CC1 (configuration not stated)	-6%	-10
Cc1cc(Br)cn2c(Cc3ccccc3)c(-c3ccc(C#N)cc3)nc12	0%	1
Cc1ccccc1S(=O)(=O)NC(=O)C1(C)CCN1C(=O)C1CCCCC1 (configuration not stated)	-3%	-2
Clc1cccc(CNc2ccn3nc(-c4ccc(OCc5ccccc5)cc4)cc3n2)c1	3%	-4
CCc1nc2ccc(C(=O)N(C)Cc3ccco3)cn2c1N(C)CCCc1ccccc1	-2%	0
CCCCC(=O)N(C)c1c(CC)nc2c(OCc3ccc(C(F)(F)F)cc3)cccn12	-2%	7
ClC1=CN(C2=NCCC2)CC1	-3%	-11
CCCCNC(=O)C1(C)CCCCN1C(=O)c1cc2ccccc2s1 (configuration not stated)	-3%	1
CC1(C(=O)NS(=O)(=O)c2ccccc2C(F)(F)F)CCN1C(=O)CCC1CCCC1 (configuration not stated)	-1%	1
OC[C@H]1O[C@@H](c2nc3ccc(-c4nc(-c5ccc(Br)cc5)no4)cc3[nH]2)C[C@@H]1O	-1%	-8

Additional compounds
compound	GRP78 ERSR act	LDHA inh
CC(=O)c1cccc(NC(=O)c2cccc3c(-c4cnn(C)c4)coc23)c1	0%	-5
COc1cccc(C(NC(C)=O)c2nc(-c3ccccc3)cs2)c1 (configuration not stated)	-2%	-10
CSCCC(NS(=O)(=O)Cc1ccccc1)C(=O)NNc1ccccc1 (configuration not stated)	1%	-2
CC(C(=O)O)(C1CCCCC1)C1(O)CCCCC1 (configuration not stated)	-2%	-10
CCc1nc2c(OCc3ccc(F)cc3)cccn2c1N(C)C(=O)c1ccncc1	-1%	-2
CC1(C(=O)NCC2CC2)CCN1C(=O)C1(c2ccccc2)CC1 (configuration not stated)	-1%	-8
COC(=O)c1ccc2nc(-c3ccccc3)c(Cc3ccccc3OC)n2c1	4%	-14
O=CNc1cc(-c2cccc(F)c2)cn2c(-c3ccc(F)c(Cl)c3)cnc12	-2%	3
O=C(c1cccc(Cl)c1)N1CCN(c2ccc3c(c2)C2CC3CCN2C(=O)OCc2ccccc2)CC1 (configuration not stated)	-1%	-1
CC1(C(=O)NCC2CCCCC2)CCN1CCc1ccccc1 (configuration not stated)	-2%	-14

Later entries.
compound	GRP78 ERSR act	LDHA inh
CSc1ccc(NC(=O)C2(C)CCN2C(=O)c2ccccc2CCc2ccccc2)cc1 (configuration not stated)	-2%	-2
COc1cccc(NC(=O)C2(C)CCN2C(C)C)c1OC (configuration not stated)	4%	4
CCCCNC(=O)C1(C)CCCCN1C(=O)c1csnn1 (configuration not stated)	-2%	-7
CC(=O)Nc1ccc(-c2ccnc3c2CC(C)(C(=O)NCc2ccc(F)c(F)c2)O3)cc1 (configuration not stated)	-3%	1
CN(C)c1ccc(CNC(=O)C2(C)Cc3c(-c4ccccc4)ccnc3O2)cc1 (configuration not stated)	-3%	-2
COc1cccc(CN2CCC2(C)C(=O)Nc2ccc(C)c(O)c2)c1F (configuration not stated)	0%	-1
CCCCc1ccc(S(=O)(=O)NC(=O)C2(C)CCN2C(=O)c2ccccc2)cc1 (configuration not stated)	1%	-9
Cn1cnc(S(=O)(=O)N2CCCCC2c2cc(C(=O)Nc3ccc(F)c(Cl)c3)no2)c1 (configuration not stated)	1%	-5
COc1ccc(Cl)cc1-c1cc(C(=O)Nc2ccc(F)cc2)[nH]n1	-5%	-3
CC1(C(=O)Nc2cccnc2)Cc2c(-c3cccc(C(F)(F)F)c3)ccnc2O1 (configuration not stated)	-2%	-4

Next section
| smiles | GRP78 ERSR act | LDHA inh |
| --- | --- | --- |
| CCc1nc2c(OCC(=O)c3ccc(Cl)cc3Cl)cccn2c1N(C)C(=O)COc1ccccc1 | -3% | -2 |
| CCCNC(=O)c1cc(C2CCCCN2C(=O)c2cc(OC)c(C)c(OC)c2)on1 (configuration not stated) | -3% | -4 |
| COc1ccccc1CNc1nc(NCc2ccccc2OC)c2sccc2n1 | -8% | -11 |
| O=C(NCC(F)(F)F)c1[nH]c(C(F)(F)F)nc1-c1ccccc1 | -2% | -3 |
| COc1ccccc1CNc1nc(Nc2ccccc2Cl)c2sccc2n1 | -3% | -4 |
| CC(C)NC(=O)c1cc(C2CCCCN2C(=O)c2cc(C(C)(C)C)nn2C)on1 (configuration not stated) | -4% | -9 |
| COc1cccc(C(N)c2nc(-c3csc4ccccc34)cs2)c1 (configuration not stated) | 2% | -1 |
| COc1ccc(NC(=O)c2sc(=O)n(Cc3ccc4ccccc4c3)c2C)cc1OC | 2% | 1 |
| CCc1nc2c(OCc3cc(Cl)cc(Cl)c3)cccn2c1N(C)C(=O)CC(C)C | -2% | 10 |
| CC1(C(=O)Nc2nccs2)CCN1C(=O)C1(c2ccccc2)CC1 (configuration not stated) | 1% | 2 |
| CCCNC(=O)c1cc(C2CCCN(C(=O)c3ccc4c(c3)CCO4)C2)on1 (configuration not stated) | 5% | -13 |
| COc1cc(F)ccc1-c1csc(C(C)(O)c2ccc(F)c(F)c2)n1 (configuration not stated) | -6% | -4 |
| Cc1ccc(S(=O)(=O)N2C[C@H]3C(=O)C[C@@H](c4ccccc4)N(S(=O)(=O)c4ccccc4)[C@H]3C[C@H]2c2ccccc2)cc1 | -4% | -4 |
| O=c1cc(O)cc2n1CCC2 | -1% | 2 |
| COCCNc1nc(NCc2cccs2)nc2ccsc12 | 14% | -6 |
| COc1ccc(C(C)=O)cc1CC1(C)C(=O)Nc2ccc(-c3ccccc3OC)cc21 (configuration not stated) | 0% | -1 |
| CC1(C(=O)NS(=O)(=O)c2ccccc2Cl)CCN1C(=O)C1(c2ccc(Cl)cc2)CCC1 (configuration not stated) | -2% | -6 |
| N#Cc1ccc(-c2nc3ccc(Br)cn3c2Cc2ccsc2)cc1 | 2% | 2 |
| COc1ccccc1CNc1nc(NC(C)C)nc2ccsc12 | -1% | -1 |
| Cc1nc(C(F)(F)F)ccc1C(=O)N1CCCC(C(=O)O)CC1 (configuration not stated) | -2% | -7 |
| O=C(NCc1ccccc1F)Nc1nnc([C@H]2C[C@H](O)[C@@H](CO)O2)s1 | -3% | 2 |
| Cc1ccccc1Cn1c(C)c(C(=O)NCC(C)C)sc1=O | -2% | -3 |
| CC1(C(=O)Nc2ccc(Cl)c(Cl)c2)CCN1C(=O)CCC1CCCC1 (configuration not stated) | -3% | -1 |
| CC(=O)c1cccc(NC(=O)C2(C)Cc3c(-c4cccc(C(F)(F)F)c4)ccnc3O2)c1 (configuration not stated) | 1% | 3 |
| CC(=O)Nc1ccc(Nc2nccc(C)n2)cc1 | 0% | -7 |
| CCc1nc2ccc(C(=O)NCCOc3ccc(OC)cc3)cn2c1N(C=O)Cc1ccc(OC)cc1 | -1% | -8 |
| COc1cccc(NC(=O)Nc2nnc([C@@H]3C[C@H](O)[C@@H](CO)O3)s2)c1 | 0% | -5 |
| CC1(C(=O)Nc2ccc(F)cc2F)CCN1C(=O)Cc1ccccc1 (configuration not stated) | -3% | -8 |
| CN(C)CCCNc1nc2cc(-c3cncnc3)sc2c(=O)n1C | -2% | 1 |
| O=C(CC[C@H]1O[C@@H](n2cnc3c(NC(=O)c4ccccc4)ncnc32)[C@H](O)[C@@H]1O)N[C@@H](CO)c1ccccc1 | -1% | 3 |
| Cc1cccc(C)c1NC(=S)NC(=O)c1cccc(Cl)c1 | -1% | 0 |

Grouped by structure: the entries above containing an aryl methoxy group.
| smiles | GRP78 ERSR act | LDHA inh |
| --- | --- | --- |
| COc1cc(NC(=O)Nc2nc(C(N)C3CCCCC3)cs2)cc(OC)c1OC (configuration not stated) | -5% | -6 |
| CCN(CC)c1ncnc2c1ncn2[C@H]1CN(Cc2cc(OC)c(OC)c(OC)c2)C[C@@H](CO)O1 | -3% | -1 |
| COc1ccc2[nH]cc(CCNC(=O)/C=C/[C@H]3O[C@@H](n4cnc5c(NC(=O)c6ccccc6)ncnc54)[C@H](O)[C@@H]3O)c2c1 | -3% | -8 |
| COc1cccc(C(NC(C)=O)c2nc(-c3ccccc3)cs2)c1 (configuration not stated) | -2% | -10 |
| COC(=O)c1ccc2nc(-c3ccccc3)c(Cc3ccccc3OC)n2c1 | 4% | -14 |
| COc1cccc(NC(=O)C2(C)CCN2C(C)C)c1OC (configuration not stated) | 4% | 4 |
| COc1cccc(CN2CCC2(C)C(=O)Nc2ccc(C)c(O)c2)c1F (configuration not stated) | 0% | -1 |
| COc1ccc(Cl)cc1-c1cc(C(=O)Nc2ccc(F)cc2)[nH]n1 | -5% | -3 |
| CCCNC(=O)c1cc(C2CCCCN2C(=O)c2cc(OC)c(C)c(OC)c2)on1 (configuration not stated) | -3% | -4 |
| COc1ccccc1CNc1nc(NCc2ccccc2OC)c2sccc2n1 | -8% | -11 |
| COc1ccccc1CNc1nc(Nc2ccccc2Cl)c2sccc2n1 | -3% | -4 |
| COc1cccc(C(N)c2nc(-c3csc4ccccc34)cs2)c1 (configuration not stated) | 2% | -1 |
| COc1ccc(NC(=O)c2sc(=O)n(Cc3ccc4ccccc4c3)c2C)cc1OC | 2% | 1 |
| COc1cc(F)ccc1-c1csc(C(C)(O)c2ccc(F)c(F)c2)n1 (configuration not stated) | -6% | -4 |
| COc1ccc(C(C)=O)cc1CC1(C)C(=O)Nc2ccc(-c3ccccc3OC)cc21 (configuration not stated) | 0% | -1 |
| COc1ccccc1CNc1nc(NC(C)C)nc2ccsc12 | -1% | -1 |
| CCc1nc2ccc(C(=O)NCCOc3ccc(OC)cc3)cn2c1N(C=O)Cc1ccc(OC)cc1 | -1% | -8 |
| COc1cccc(NC(=O)Nc2nnc([C@@H]3C[C@H](O)[C@@H](CO)O3)s2)c1 | 0% | -5 |

High-throughput results from PubChem BioAssay.

The list is partial, so the mix of outcomes need not match the whole.
